PriA SSB inh – inhibitors of Klebsiella pneumoniae PriA binding to SSB C-terminal tail | AlphaScreen SSBct-PriA binding, biotinylated peptide | inhibition, % at 33 µM | actives 0.6% (n = 430,000); in the data active = inhibition mostly above about 37%, no sharp cut-off; inactive = mostly below about 20%;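 note: plate controls were negative control peptide for no effect and reference peptide for full effect; strong numbers were not always called active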
MazEF act – increases E. coli MazEF RNase cleavage of RNA; FAM/BHQ RNA-DNA oligo cleavage fluorescence, 5 h; activation, % at 20 µM; actives 0.32% (n = 350,000); AID 504720; in the data active = activation above about 50%
Target sequence (P0AE70 whole entry, looked up): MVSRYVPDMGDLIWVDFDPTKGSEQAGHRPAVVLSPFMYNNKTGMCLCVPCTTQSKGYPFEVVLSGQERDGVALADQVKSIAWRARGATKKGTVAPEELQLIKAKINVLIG
BioA inh – inhibitors of Mycobacterium tuberculosis BioA enzyme; purified M. tuberculosis BioA enzyme, plate reader; inhibition, % at 9.99 µM; actives 0.096% (n = 360,000); in the data active = inhibition above about 40%
BH1578 lux ind – inducers of Vibrio cholerae quorum light production without autoinducers; V. cholerae BH1578 lux reporter, luminescence, 6 h; activation, % at 18.7 µM; actives 0.16% (n = 350,000); in the data active = activation mostly above about 9.7%, no sharp cut-off; note: not every result past the cut was called active; inactives centre near 0; reference of the scale not given here
VHR inh abs – blocks human VHR1 dual specificity phosphatase; recombinant VHR phosphatase, pNPP absorbance; AID 1654; inhibition, % at 13.3 µM; P51452; actives 0.52% (n = 290,000); in the data active = inhibition above about 50%; note: some compounds called inactive have numbers as strong as hits
Target sequence (P51452 whole entry, looked up): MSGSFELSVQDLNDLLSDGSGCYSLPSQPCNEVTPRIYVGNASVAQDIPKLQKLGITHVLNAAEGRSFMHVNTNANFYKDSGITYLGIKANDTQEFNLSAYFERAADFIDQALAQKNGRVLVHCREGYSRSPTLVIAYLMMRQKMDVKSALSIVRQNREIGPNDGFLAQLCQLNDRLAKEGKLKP
UGM FP inh – Mtb UDP-galactopyranose mutase inhibition; purified UGM, fluorescence polarization probe displacement; inhibition, % at 10 µM; actives 0.06% (n = 320,000); in the data active = inhibition above about 10%, passing the limit was not always enough
Target sequence (P9WIQ1 whole entry, looked up): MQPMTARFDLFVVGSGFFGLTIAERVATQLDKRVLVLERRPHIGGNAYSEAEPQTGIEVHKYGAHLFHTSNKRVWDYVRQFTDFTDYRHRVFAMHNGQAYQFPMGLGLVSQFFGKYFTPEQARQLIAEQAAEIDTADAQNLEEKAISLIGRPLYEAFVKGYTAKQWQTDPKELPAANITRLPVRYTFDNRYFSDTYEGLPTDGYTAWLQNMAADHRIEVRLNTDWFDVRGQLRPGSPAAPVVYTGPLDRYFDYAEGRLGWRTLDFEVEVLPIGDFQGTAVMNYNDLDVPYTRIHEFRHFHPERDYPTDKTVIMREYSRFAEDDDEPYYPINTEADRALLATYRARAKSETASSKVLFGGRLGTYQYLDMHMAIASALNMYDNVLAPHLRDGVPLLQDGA
3CLpro inhibitor – SARS-CoV 3CLpro protease inhibition. inhibition, % at 6 µM. recombinant SARS-CoV 3CLpro, quenched FRET peptide cleavage. P0C6X7. actives 0.14% (n = 290,000). AID 1706; in the data active = inhibition above about 12%
GDH-TPI inh – counter-screen for M. tuberculosis FBA inhibitors: GDH-TPI coupled enzymes. actives 1.2% (n = 360,000). inhibition, % at 4.8 µM. GDH-TPI coupled enzyme counterscreen, NADH absorbance. AID 588335; in the data active = inhibition above about 30%;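 note: 0% = DMSO wells and 100% = wells lacking the enzyme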
Rv3671c protease – inhibitors of M. tuberculosis serine protease Rv3671c; P9WHR9; inhibition, % at 5.96 µM; actives 0.048% (n = 320,000); AID 2606; in the data active = inhibition above about 38%;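 note: extracellular domain of Rv3671c used as enzyme; 0% = enzyme with DMSO and 100% = no enzyme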
FBA Mtb inh – Mtb fructose-bisphosphate aldolase inhibition; purified M. tuberculosis FBA, fluorescence read-out; inhibition, % at 1 µM; actives 2.3% (n = 360,000); in the data active = inhibition above about 27%;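 note: 0% = vehicle and 100% = reference inhibitor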
Target sequence (P9WQA3 whole entry, looked up): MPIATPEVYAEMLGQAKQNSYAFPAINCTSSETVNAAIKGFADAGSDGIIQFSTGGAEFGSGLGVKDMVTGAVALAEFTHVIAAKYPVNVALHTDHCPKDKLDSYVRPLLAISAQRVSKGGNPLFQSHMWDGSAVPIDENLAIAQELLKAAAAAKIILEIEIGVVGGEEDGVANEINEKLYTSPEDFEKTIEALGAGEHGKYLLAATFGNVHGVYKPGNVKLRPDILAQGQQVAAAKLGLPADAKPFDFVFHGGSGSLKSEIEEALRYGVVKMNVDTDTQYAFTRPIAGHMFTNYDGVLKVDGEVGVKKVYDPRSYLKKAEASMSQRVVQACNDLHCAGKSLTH
* marks the source's active call; other numbers are inactive results; i = inactive; nt = no result given. An excerpt (hit frequency here may not be typical).

Results follow in this order: MazEF act	GDH-TPI inh	UGM FP inh	VHR inh abs	BH1578 lux ind	FBA Mtb inh	3CLpro inhibitor	BioA inh	Rv3671c protease	PriA SSB inh
COCCn1c(SCC(=O)Nc2ccc(C)cc2C)nc2c(oc3ccccc32)c1=O
    -12	-4	0.9	-3	i	2	-2	-0.2	6	-13
CCc1ccc2c(c1)C(=O)C(=O)N2CCS(=O)(=O)c1ccccc1
    -2	3	-0.1	-20	0.5	-1	7	0.8	-6	8
c1ccc2c(C3=NNC(=NC4CCCCC4)SC3)c[nH]c2c1
    12	14	-0.6	8	-0.3	0	-3	nt	4	24
CCc1nnc(NS(=O)(=O)c2ccc(NC(=S)NC(=O)/C=C/c3ccc([N+](=O)[O-])cc3)cc2)s1
    -4	10	3.3	-8	3.7	9	1	0.0	-6	-3
CCOC(=O)c1sc(NC(=O)CCN2CC(C)OC(C)C2)c(C(=O)OCC)c1C (centres undefined)
    nt	nt	0.9	27	nt	nt	0	nt	3	nt
Nc1nncn1C(=O)c1ccccc1Cl
    -6	8	-1.2	17	i	1	2	-0.4	0	-1
CC(NC(=O)C1CCN(S(=O)(=O)c2cccc3nonc23)CC1)c1ccccc1 (centres undefined)
    10	14	-1.4	12	-3.6	-7	4	-1.6	3	-17
O=C(CNC1CCCCC1)Nc1ccc(S(=O)(=O)N2CCCCC2)cc1
    -16	-7	-2.0	-3	-0.5	1	-3	-2.1	-2	-2
C/C(=N\O)C(=O)Nc1ccccc1
    -3	-1	-1.2	33	-0.4	2	1	nt	-1	nt
CCc1ccc(OCC(=O)NC(NC(=S)Nc2ccccc2OC)C(Cl)(Cl)Cl)cc1 (centres undefined)
    -6	7	0.7	35	-0.4	4	0	nt	-26	-4
Cc1cccc(OCC(=O)Nc2ccc(N3CCN(S(C)(=O)=O)CC3)cc2)c1
    5	4	1.3	29	-1.9	3	-1	10	-2	-8
CCCCc1nnc(SCc2ccc(OCC)cc2)n1N
    5	-6	1.2	15	0.4	4	2	1.2	4	-16
COc1ccc(/C=N/NC(=O)c2[nH]c3ccc(C)cc3c2-c2ccccc2)c(C(=O)O)c1OC
    4	26	1.3	78	-1.0	14	-1	3.6	-3	nt
O=C(CSc1nnc2c(n1)[nH]c1ccc(F)cc12)OCc1ccccc1
    4	-3	-0.3	12	2.6	-11	-1	-0.7	-22	-19
O=C(NCC(=O)N(Cc1cccs1)C(C(=O)NC1CCCCC1)c1ccco1)c1cccs1 (centres undefined)
    3	-5	-1.6	13	-0.4	0	2	-0.7	2	-5

(listing goes on)
Results follow in this order: MazEF act	GDH-TPI inh	UGM FP inh	VHR inh abs	BH1578 lux ind	FBA Mtb inh	3CLpro inhibitor	BioA inh	Rv3671c protease	PriA SSB inh
O=C(CN1C(=O)S/C(=C/c2cc(Br)cs2)C1=O)N1CCOCC1
    22	13	-0.3	33	-0.3	0	-4	nt	-5	2
CCCc1nc(SC2CCCC2)c2c(=O)n(C)c(=O)n(C)c2n1
    3	-1	2.4	-15	-0.3	1	nt	-2.1	3	-9
O=C(Nc1ccccc1)c1ccc(OC(=O)c2ccccc2)cc1
    -28	19	-0.5	6	0.4	2	-1	2.4	1	-5
Cc1ccc(S(=O)(=O)n2cccc2C)cc1
    0	3	-0.9	nt	2.6	4	nt	1.0	8	0
Cc1ccc(C(=O)OCC(=O)NNC(=O)c2cccs2)c(O)c1
    8	-4	-0.3	nt	i	2	nt	0.0	4	-2
COc1ccc(C(=O)OCC(=O)NC(=O)NC2CCCC2)c(O)c1
    3	4	-0.9	11	-1.5	0	-2	nt	-5	1
CCCn1nnnc1NCc1ccc(Cl)cc1Cl
    1	1	-0.6	17	i	1	1	2.9	1	-5
Cc1ccc(-c2csc(C3=C(O)CN(NC(=O)c4ccc([N+](=O)[O-])cc4)C3=N)n2)cc1
    -1	5	3.0	3	-0.1	0	1	2.2	-3	-3
CC(C)CCNC(=O)c1ccc2c(SCC(=O)O)c3c(nc2c1)CCC3
    2	10	0.2	21	-0.4	7	9	0.4	-10	-11
CCCc1nnc(NC(=O)CCC(=O)Nc2ccc(Cl)cc2)s1
    8	0	-1.8	-20	-0.4	2	6	-1.1	-1	-11
O=C1c2oc3ccccc3c(=O)c2C(c2cccc(O)c2)N1CCCN1CCOCC1 (centres undefined)
    8	9	-0.9	0	-0.4	-1	-1	13	0	-16
Cn1c(=O)c2c(nc(Sc3nc4ccccc4n3CC(=O)N3CCCCC3)n2C)n(C)c1=O
    3	-2	-1.4	1	i	3	0	-0.9	-9	6
Cc1ccc(S(=O)(=O)N2CCOCC2)cc1C(=O)NCc1ccccc1CN1CCCC1
    8	6	0.5	nt	-0.2	-2	nt	-1.1	2	4
CC(=O)c1ccc(Nc2ccc([N+](=O)[O-])c3nonc23)cc1
    0	20	-0.5	27	0.5	-11	3	2.5	2	2
O=C(O)CN(c1ccccc1)S(=O)(=O)c1cc(C(F)(F)F)cc(C(F)(F)F)c1
    -6	-1	-4.7	20	-0.2	4	5	nt	-8	0

Next section:
Results follow in this order: MazEF act	GDH-TPI inh	UGM FP inh	VHR inh abs	BH1578 lux ind	FBA Mtb inh	3CLpro inhibitor	BioA inh	Rv3671c protease	PriA SSB inh
CN(C)Cc1ccc(F)cc1Sc1ccc(Cl)cc1Cl
    3	5	-0.5	6	-0.7	2	-2	2.9	6	-10
O=C(NCc1ccccc1C(F)(F)F)C1CC(O)CN1C(=O)Nc1ccccc1 (centres undefined)
    4	-4	0.3	11	-0.4	0	-1	3.5	4	-13
O=C1/C(=C\c2cc(Cl)c(O)c(Cl)c2)SC(=S)N1Cc1ccccc1
    -440	5	-11	24	i	2	-47	-12	nt	-5
O=C1OCc2ccc(NC(=O)c3sccc3Cl)cc21
    8	-2	-3.7	6	-0.7	-2	-1	1.7	1	3
COc1ccc(-c2nn(-c3ccccc3)cc2C(=O)n2nnc3ccccc32)cc1
    -12	11	0.8	9	i	3	3	-0.3	5	-6
O=C(Cn1cc2c(n1)CCCC2)N1CCc2ccccc21
    11	0	-1.7	12	-0.2	-2	2	-0.6	-1	-7
CCC(=O)Nc1ccc(OCc2nc3ccccc3s2)cc1
    5	1	-0.2	24	-0.4	2	6	nt	-8	9
COc1ccc(C(=O)NCc2nc3ccccc3[nH]2)cc1OC
    -16	5	1.1	-6	i	6	2	1.5	2	-3
C=C(C)Cn1c2ccc(NC(=O)NCCc3ccccc3)cc2c(=O)n1C
    nt	-4	nt	nt	-0.4	170*	nt	-2.1	nt	nt
COC(=O)c1cc2c(=O)c3ccccc3oc2nc1C
    -2	-5	2.5	11	i	2	-5	-1.3	nt	16
O=C(NC1CCCCC1)NC1C2CC3CC(C2)CC1C3 (centres undefined)
    -2	6	-0.3	-2	-1.2	0	0	0.1	-6	-24
Cc1ccc2oc(C(=O)N(Cc3nccn3C)C(C)C)c(C)c2c1
    7	6	3.6	13	-0.6	-2	-5	9.7	3	6
CCOC(=O)/C(=N\Nc1ccc(Br)cc1)N1CC(C)OC(C)C1 (centres undefined)
    2	37*	0.9	11	-0.4	-4	3	-0.4	2	nt
CCOc1ccc(CCn2c(-c3ccco3)nc3ccccc3c2=O)cc1OCC
    8	25	0.8	-9	i	-2	0	0.6	-13	10
COc1cc(C(=O)Nc2nc(C)cc(C)n2)cc(OC)c1OC
    2	-7	4.6	21	i	1	0	nt	1	-6

Filtered by structure: the compounds so far with a furan ring, fused or not
Results follow in this order: MazEF act	GDH-TPI inh	UGM FP inh	VHR inh abs	BH1578 lux ind	FBA Mtb inh	3CLpro inhibitor	BioA inh	Rv3671c protease	PriA SSB inh
COCCn1c(SCC(=O)Nc2ccc(C)cc2C)nc2c(oc3ccccc32)c1=O
    -12	-4	0.9	-3	i	2	-2	-0.2	6	-13
O=C(NCC(=O)N(Cc1cccs1)C(C(=O)NC1CCCCC1)c1ccco1)c1cccs1 (centres undefined)
    3	-5	-1.6	13	-0.4	0	2	-0.7	2	-5
Cc1ccc2oc(C(=O)N(Cc3nccn3C)C(C)C)c(C)c2c1
    7	6	3.6	13	-0.6	-2	-5	9.7	3	6
CCOc1ccc(CCn2c(-c3ccco3)nc3ccccc3c2=O)cc1OCC
    8	25	0.8	-9	i	-2	0	0.6	-13	10

(continued)
Results follow in this order: MazEF act	GDH-TPI inh	UGM FP inh	VHR inh abs	BH1578 lux ind	FBA Mtb inh	3CLpro inhibitor	BioA inh	Rv3671c protease	PriA SSB inh
COc1cccc(C(=O)Nc2ccc(S(=O)(=O)Nc3nccc(C)n3)cc2)c1
    1	-2	3.4	7	-0.3	1	0	nt	-4	-6
CC1CCN(C(=O)COC(=O)/C=C/c2ccco2)CC1
    -8	13	1.5	nt	-0.7	4	nt	-3.8	6	-4
CC1CN(CC(=O)Nc2cc(S(=O)(=O)N3CCCC3)ccc2Cl)CC(C)O1 (centres undefined)
    1	-4	-1.9	26	-0.3	1	-1	nt	9	-3
CCCCc1ccc(NC(=O)OC)cc1
    6	4	-2.0	15	-0.1	-2	-2	-3.9	-14	-10
CC(=O)C1CCC2C3CCC4CC(OC(=O)CCC(=O)O)CCC4(C)C3C(=O)CC12C (centres undefined)
    -4	7	nt	nt	-4.3	0	nt	-6.5	nt	-6
O=C(NCCC1=CCCCC1)c1cc(S(=O)(=O)N2CCCCC2)ccc1Cl
    0	4	2.2	nt	-2.8	5	nt	nt	-1	0
O=C(Cc1ccccc1)Oc1ccc([N+](=O)[O-])cc1
    -2	21	1.0	22	-0.7	-1	0	-4.3	-4	-2
CC(=O)c1ccccc1NC(=O)c1ccc(OCc2c(C)noc2C)cc1
    22	16	3.8	nt	i	4	nt	0.8	-9	-7
Cc1ccc(S(=O)(=O)N(CCCO)CC(O)CON=C2c3ccccc3-c3ccccc32)cc1 (centres undefined)
    -15	3	0.1	-10	-4.2	-1	4	nt	-40	4
Cc1oc(-c2ccc(Cl)cc2)nc1CS(=O)CC(=O)NCc1ccccn1 (centres undefined)
    4	3	4.3	21	i	1	6	2.0	-9	8
CCCNC(=O)c1ccc2c(c1)nc(C)n2-c1cccc(C)c1
    2	-7	1.2	-9	-6.7	3	6	17	-7	-12
CC1=C(C)CC(C(=O)NNC(=O)c2csc3c2CCC(C(C)(C)C)C3)C(C(=O)O)C1 (centres undefined)
    -3	0	1.2	-14	-0.3	-2	5	-0.5	-4	3
Cc1ccc(N=C2NC(=O)/C(=C\c3ccco3)S2)cc1
    -1	23	0.9	2	-0.3	-2	-2	-1.9	11	0
CC(=O)CCn1cnc([N+](=O)[O-])n1
    -1	8	-5.7	16	-0.5	5	3	nt	-6	-6
O=C(Cc1ccc(-c2ccccc2)cc1)Nc1ncccc1O
    -5	12	-0.4	23	i	1	8	-0.6	0	-9

Next entries
Results follow in this order: MazEF act	GDH-TPI inh	UGM FP inh	VHR inh abs	BH1578 lux ind	FBA Mtb inh	3CLpro inhibitor	BioA inh	Rv3671c protease	PriA SSB inh
CCCCCCCCOC(=O)C(NC(=O)CCC(=O)Nc1ccc(S(N)(=O)=O)cc1)C(O)c1ccccc1 (centres undefined)
    -4	1	-0.8	-8	17*	4	7	-2.5	-19	0
O=C(c1cc(Cl)ccc1Cl)N1CCOCC1
    0	6	3.3	10	-7.1	1	0	-0.1	1	-8
CN(C)c1ccc(C=C2C=CC=C2)cc1
    -1	12	nt	nt	1.1	-6	nt	0.0	nt	41*
Cc1c(CCCN)c2ccccc2n1Cc1ccccc1
    29	11	-3.1	61	i	1	0	0.1	11	32
CCOC(=O)N1CCN(C(=S)Nc2ccc(C)cc2C)CC1
    -6	-1	-5.5	-2	-0.3	2	0	nt	3	4
CCN(Cc1ccccc1)C(=O)CN1C(=O)COc2ccc(S(=O)(=O)NC3CCCC3)cc21
    1	6	-0.4	23	i	-2	-2	0.8	3	6
C=CCc1cc(C=Nc2ccc(N3CCOCC3)cc2)cc(OCC)c1O
    -21	27	nt	nt	0.2	-2	nt	-1.6	nt	4
Cc1nc2c(sc(=S)n2Cc2ccco2)c(=O)n1CC(=O)Nc1ccc(F)cc1
    -5	16	-1.4	17	-0.5	-1	2	-2.2	-3	-6
Oc1c(Br)cc(Br)cc1/C=N/n1c(-c2ccccc2)n[nH]c1=S
    15	3	0.4	12	i	3	-2	1.1	-1	nt
O=C(CSc1nc2ncc(Br)cc2[nH]1)c1cccc([N+](=O)[O-])c1
    1	8	-1.3	16	-0.3	3	1	nt	-10	2
C/C(=N\NC(=O)COc1ccccc1[N+](=O)[O-])c1cccs1
    8	-2	-3.8	-11	0.0	2	0	0.6	-12	nt

Assay outcomes deposited in PubChem BioAssay by several laboratories.
